# Screening data (PubChem)
# EPAC2 ag: agonists of human EPAC2 (RAPGEF4). Q8WZA2. EPAC2 activation, biochemical qHTS; response scale: 100% = 6.5 mM cAMP response. Potency, µM (highest dose often 154 µM), for inactives: at the top dose activation, hits mostly activators. 360,000 compounds, 0.079% hits; note: potency is the fitted concentration of half-maximal effect; nearly all actives have a fitted effect of over 50% in size
#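 Fluorescence exchange assay: 100 nM EPAC2 with 250 nM RAP1B-BODIPY-GDP and 50 uM GDP; compounds tested as a concentration-titration series (qHTS). Loss of Rap1-bound BODIPY-GDP fluorescence read at 480/540 nm; data normalized to 6.5 mM cAMP.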
# EPAC1 ag: EPAC1 (human) agonism. O95398. EPAC1 agonist qHTS, biochemical assay; response scale: 100% = response to 6.5 mM cAMP. Potency, µM (titrated, usually from 154 µM), for the others: at the highest dose activation, usual class: activators. 360,000 compounds, 0.073% hits; note: potency is the fitted concentration of half-maximal effect; nearly all actives have a fitted effect of over 60% in size
# Target sequence (O95398 whole entry, looked up): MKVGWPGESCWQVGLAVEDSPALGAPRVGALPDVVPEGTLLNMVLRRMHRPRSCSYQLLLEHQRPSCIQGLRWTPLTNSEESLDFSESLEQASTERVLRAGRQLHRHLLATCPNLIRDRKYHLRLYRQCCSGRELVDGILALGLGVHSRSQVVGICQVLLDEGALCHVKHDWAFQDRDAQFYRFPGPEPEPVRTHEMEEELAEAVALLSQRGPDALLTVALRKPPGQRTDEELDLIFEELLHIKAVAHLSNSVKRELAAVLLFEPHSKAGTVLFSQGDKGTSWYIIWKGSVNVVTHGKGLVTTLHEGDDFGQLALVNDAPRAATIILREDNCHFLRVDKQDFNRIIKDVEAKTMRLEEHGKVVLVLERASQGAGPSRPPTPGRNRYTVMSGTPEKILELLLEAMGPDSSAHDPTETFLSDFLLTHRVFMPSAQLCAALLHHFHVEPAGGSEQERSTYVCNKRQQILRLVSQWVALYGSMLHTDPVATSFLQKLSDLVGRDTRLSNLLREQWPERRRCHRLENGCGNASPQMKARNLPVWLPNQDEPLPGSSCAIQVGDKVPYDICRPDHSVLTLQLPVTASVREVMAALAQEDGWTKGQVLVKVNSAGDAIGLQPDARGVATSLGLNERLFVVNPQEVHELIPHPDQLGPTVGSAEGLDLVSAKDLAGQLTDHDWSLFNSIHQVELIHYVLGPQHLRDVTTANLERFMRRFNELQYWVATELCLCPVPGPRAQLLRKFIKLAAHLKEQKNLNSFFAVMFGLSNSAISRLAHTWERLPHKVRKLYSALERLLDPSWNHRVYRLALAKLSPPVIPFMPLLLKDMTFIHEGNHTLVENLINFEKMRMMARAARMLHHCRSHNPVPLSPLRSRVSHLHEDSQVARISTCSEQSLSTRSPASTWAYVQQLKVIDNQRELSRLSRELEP
#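 Fluorescent GDP-exchange assay: 100 nM EPAC1 with 250 nM Rap1B preloaded with BODIPY-GDP and 50 uM GDP; compounds tested as concentration series, 5 min at room temperature, then read every 5 min for 30 min (ex 480/em 540 nm); normalized to 6.5 mM cAMP.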
# CCT modulator: cytosolic chaperonin activity modulation; purified chaperonin ATPase assay, HTRF ADP detection, 30 min; 360,000 compounds, 0.3% hits; activity change, % (test concentration not listed), hits read low; AID 651819; in the data active = activity change below about -30%; note: % is set by controls: 0 for no effect and ±100 for the full control effect
#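 We incubate TRiC, 40 or 20 nM final, with library compounds at 76 uM and 10 uM ATP for 30 min at 37 °C. ADP formed is detected with Transcreener HTRF reagents after 30 min at room temperature.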
# IL-2 act: activates IL-2 in a cell-based reporter assay. 360,000 compounds, 0.065% hits. IL-2 activation reporter assay, cell-based qHTS; stimulated with anti-CD3/CD4/CD28 beads; in transgenic mouse T cells. activation, % (series mostly up to about 46 µM); in the data active = activation above about 50%; inconclusive = mostly about 30% to 49%; note: 0% is about no effect
#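 Quantitative HTS in unstimulated transgenic mouse T cells, with memory T cells as non-tolerant control and PMA/ionomycin as tolerance-bypass control. Compound pretreatment lasted 60 minutes before 18 h bead stimulation; EGFP/DsRed fluorescence read.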
# WRN inhibitor: blocks human WRN helicase; 360,000 compounds, 0.46% hits; Potency, µM (doses to about 114 µM), for the others: top-dose activity change, negative = inhibition, hits mostly inhibitors; AID 651768; WRN helicase unwinding, fluorescent forked duplex, kinetic; note: potency is the fitted concentration of half-maximal effect; % is set by controls: 0 for no effect and ±100 for the full control effect; nearly all actives have a fitted effect of over 55% in size
#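 WRN at 20 nM final was preincubated with compound for 15 min at room temperature; reaction started with 100 nM forked duplex oligonucleotide carrying fluorophore and quencher plus 2 mM ATP (final). Unwinding followed kinetically by red fluorescence (ex 525/em 598 nm).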
# PLK1 PBD block: PLK1 (human) polo-box domain binding inhibition | P53350 | Plk1 PBD binding of FITC phosphopeptide, fluorescence polarization | Potency, µM, without a hit: max response, negative = inhibition, usual class: inhibitors | 360,000 compounds, 2.8% hits | AID 720504; note: potency is the fitted concentration of half-maximal effect; series mostly up to about 57 µM; % is set by controls: 0 for no effect and ±100 for the full control effect; nearly all actives have a fitted effect of over 65% in size
# EPAC1 antagonist: antagonists of human EPAC1; Potency, µM (doses to about 115 µM), for inactives: top-dose activity change, negative = inhibition, usual class: inhibitors; 360,000 compounds, 0.14% hits; EPAC1 GEF assay, Rap1b-BODIPY-GDP exchange fluorescence;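 note: potency is the fitted concentration of half-maximal effect; plate controls were vehicle for no effect and positive control for full effect; nearly all actives have a fitted effect of over 50% in size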
# PI5P4K alpha inh: blocks human PI5P4K alpha kinase activity. 330,000 compounds, 1.2% hits. P48426. max response, %. PI5P4Kalpha enzyme, ADP-Glo luminescence, 60 min; hits give low values; active = max response of -50% or lower; inconclusive = between -30% and -50%; inactive = -30% or higher; note: value at the top dose of about 77 µM; % is set by controls: 0 for no effect and ±100 for the full control effect
#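 Human PI5P4Kalpha with substrate in 0.038 M HEPES pH 7.4, 0.28 mM EGTA, 0.1% CHAPS, 5% DMSO; reaction started with 5 microM ATP (final), 60 min at room temperature. ADP formed read by ADP-Glo luminescence.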
# * = called active by the depositor; ? = inconclusive; . = no result given; [ ] = remark or other dose. Unless noted, calls come from the whole dose curve; as a rule, active = well fitted curve in the direction sought with a large enough effect; inconclusive = small, poorly fitted or top-dose-only effect, or another doubt; inactive = no such curve, though single readings can be large; an effect the other way counts as inactive or inconclusive.
1: Cc1ccc(NC(=S)N(CCCN2CCCC2)Cc2cccn2Cc2ccc(Cl)cc2)cc1
2: CN1/C(=C\C=C2/SC(=S)NC2=O)C(C)(C)c2ccccc21
3: Cc1cc(-c2ccccc2)nc(SCC(=O)N2CCCC2)n1
4: CC1CCCC(C)N1C(=O)COC(=O)/C=C/c1ccco1 (centres undefined)
5: CCCCNC(=O)OCC(CC)NC(=O)OC(C)C (centres undefined)
6: O=C1NC(c2ccccc2)=C(c2ccc3ccccc3n2)C(c2ccncc2)N1 (centres undefined)
7: CCOC(=O)N1CCC(N2Cc3cccc(C(=O)N4CCN(c5cccc(C)c5C)CC4)c3C2=O)CC1
8: COc1ccccc1CNC(=O)C[C@@H]1CC[C@H]2[C@@H](COC[C@H](O)CN2Cc2ccccc2)O1

compound no.	1	2	3	4	5	6	7	8
EPAC1 ag	-4%	63µM*	11%	0%	-6%	6%	-6%	6%
EPAC2 ag	8%	63µM*	2%	0%	13%	6%	4%	6%
IL-2 act	-2.4	5.6	-0.4	-0.1	0.8	-1.8	-2.5	0.3
PLK1 PBD block	-14%	82%[activator]	-9%	-8%	-5%	-14%	0%	-5%
CCT modulator	1.8	-1.8	0.6	2.6	-0.2	-2.1	-3.4	.
WRN inhibitor	-25%	28µM*	-1%	-11%	2%	-3%[57.1 µM]	7%	3%
EPAC1 antagonist	-17%	49%[activator]	0%	-11%	-2%	4%	-9%	22%
PI5P4K alpha inh	-14	-77*	0	0	11	.	5	-5

9: Cc1c(CCC(=O)N[C@@H](C)C(=O)O)c(=O)oc2c(C)c3oc4c(c3cc12)CCCC4
10: COc1ccc(N(CC(=O)N2CCCC2)S(C)(=O)=O)cc1
11: COc1ccc(C2CCc3cc4c(cc3C2=NOC(C)=O)OCO4)cc1OC (centres undefined)
12: O=C(C[n+]1cccc(CNC(=O)c2ccc(OC(F)F)cc2)c1)Nc1cccc(C(F)(F)F)c1
13: COc1ccc(S(=O)(=O)N2CCCCC2)cc1Br
14: Cc1csc2sc(-c3ccnc(SCC(=O)NCc4ccccc4)n3)c(C)c12
15: CCN(CC)C(=O)c1sc(NC(=O)C(C)C)c(C#N)c1C
16: Cc1ccc(/C=C2/SC(=S)N(CCCC(=O)Nc3cc([N+](=O)[O-])ccc3O)C2=O)cc1

compound no.	9	10	11	12	13	14	15	16
EPAC1 ag	5%	8%	-2%	-14%	3%	14%	2%	13%
EPAC2 ag	-2%	-2%	-2%	-2%	4%	8%	-2%	-2%
IL-2 act	-0.6	-0.5	-3.2	-0.5	-2.6	3.6	-1.0	-1.2
PLK1 PBD block	-30%	-5%	-2%	-2%	1%	-1%	-6%	-13%
CCT modulator	0.6	-1.0	-1.9	3.2	-0.7	0.0	2.2	-0.2
WRN inhibitor	1%	-17%	-8%	-4%	4%	-19%	15%	-1%
EPAC1 antagonist	-12%	8%	-17%	-1%	1%	7%	1%	3%
PI5P4K alpha inh	-5	-6	-2	14	-6	-2	-11	-9

17: COc1ccc(S(=O)(=O)NCCSCc2ccco2)cc1Cl
18: Cc1cccc(N2CCN(C(=O)C3CCN(S(=O)(=O)N4CCOCC4)CC3)CC2C)c1 (centres undefined)
19: CSCCC(NC(=O)c1ccccc1)C(=O)O (centres undefined)
20: Cc1cc(N2CCN(c3ccccn3)CC2)n2cc(-c3ccccc3)nc2n1
21: O=C(C1=C[C@H](c2ccc(C(F)(F)F)cc2)C[C@H](OCc2ccc(CO)cc2)O1)N1CCCCCCC1
22: COc1cc(C2SCC(=O)N2CCCN(C)C)cc(OC)c1OC (centres undefined)
23: Cc1nc(Cl)c(C(=O)NC(=O)Nc2cccc(C(F)(F)F)c2)c(C)c1[N+](=O)[O-]
24: O=C(Cc1c(F)cccc1Cl)N1CCOCC1

compound no.	17	18	19	20	21	22	23	24
EPAC1 ag	-1%	-4%	-10%	7%	-23%	-10%	6%	9%
EPAC2 ag	9%	-8%	1%	6%	4%	3%	-11%	-2%
IL-2 act	1.8	0.9	-4.1	-1.8	0.0	0.2	-4.3	4.1
PLK1 PBD block	-16%	?	-2%	-7%	-7%	-3%	1%	7%
CCT modulator	-2.4	-2.6	1.8	0.8	0.4	1.4	1.3	1.3
WRN inhibitor	-43%	7%	8%	-17%	-10%	-3%	-1%	-2%
EPAC1 antagonist	-22%	-22%	26%	4%	-16%	2%	8%	9%
PI5P4K alpha inh	?	1	1	.	1	-2	6	0

25: CCNc1c(NS(=O)(=O)c2ccc(C3CCCCC3)cc2)c(=O)oc2ccccc12
26: COc1ccc2nc(NC(=O)CCc3ccc(OC)c(OC)c3)sc2c1
27: NC(=O)c1ccc(NC(=O)c2cccc3c2OCCCO3)cc1
28: COc1ccc(C(=O)N/N=C\c2ccc(OC)c(COc3ccccc3Br)c2)c(OC)c1
29: Cc1ccc(C(=O)NCC(=O)OCC(=O)c2ccc3c(c2)OCCO3)cc1C
30: COc1ccccc1/C=N/Nc1nc(C)cc(=O)[nH]1
31: O=C(Nc1ccccc1N1CCCC1)c1ccccc1Cl
32: O=c1cc(-c2ccccc2)c2c(O)cc(O)cc2o1

compound no.	25	26	27	28	29	30	31	32
EPAC1 ag	1%	-7%	-1%	-12%	1%	-16%	-1%	-5%
EPAC2 ag	2%	0%	-6%	-3%	-9%	0%	1%	5%
IL-2 act	-0.1	-3.2	-3.5	-0.9	-1.9	2.1	-2.1	-0.6
PLK1 PBD block	0%	-3%	4%	3%	-8%	-1%	-11%	-8%
CCT modulator	1.9	-1.4	0.1	1.3	-4.3	1.7	-2.1	-2.4
WRN inhibitor	3%[57.1 µM]	7%	1%	8%	0%	-6%	8%	3%
EPAC1 antagonist	?	-5%	6%	20%	6%	-19%	-1%	3%
PI5P4K alpha inh	3	-5	0	4	-3	3	2	-14

# A few values from the entries so far.
# WRN inhibitor result of Cc1nc(Cl)c(C(=O)NC(=O)Nc2cccc(C(F)(F)F)c2)c(C)c1[N+](=O)[O-] stands at -1%
# EPAC2 ag result of O=C1NC(c2ccccc2)=C(c2ccc3ccccc3n2)C(c2ccncc2)N1 (centres undefined) stands at 6%
# PLK1 PBD block result of O=c1cc(-c2ccccc2)c2c(O)cc(O)cc2o1 stands at -8%
# EPAC1 antagonist result of O=C(Nc1ccccc1N1CCCC1)c1ccccc1Cl stands at -1%

# New compounds follow
33: Cc1[nH]n(-c2cccc3ccccc23)c(=O)c1/C=N/NC(=O)c1cccc([N+](=O)[O-])c1
34: CCCCc1cc(=O)oc2cc(OCc3nn[nH]n3)c(Cl)cc12
35: CC(C)(C)CNC(=O)c1cc2c(Br)ccc(Br)c2nc1N
36: C=C1CCN(C(C(=O)OC)C(C)C)S(=O)(=O)c2ccc(F)cc21 (centres undefined)
37: CCOC(=O)c1cc(NC(=O)c2cccnc2)ccc1N1CCOCC1
38: COc1ccc(OC)c(/C(O)=C/C(=O)C(=O)Nc2ccccc2OC)c1
39: COc1ccccc1N1CCN(C(=O)CSc2nnc(-c3ccoc3C)o2)CC1
40: CCc1sc(C(=O)NCCCN2CCCC2=O)cc1Br

compound no.	33	34	35	36	37	38	39	40
EPAC1 ag	-2%	-1%	-22%	-4%	-1%	3%	-3%	-5%
EPAC2 ag	-6%	11%	1%	5%	0%	11%	-6%	12%
IL-2 act	1.2	0.5	0.4	-0.2	-0.5	11	-0.9	-3.6
PLK1 PBD block	-19%	-6%	-2%	-4%	-7%	-1%	-2%	3%
CCT modulator	-4.5	-1.7	1.3	-0.9	1.8	1.3	-3.0	-2.7
WRN inhibitor	-14%	-9%	9%	-10%	-1%	-10%	-12%	-13%
EPAC1 antagonist	9%	-2%	16%	-15%	-11%	-14%	9%	9%
PI5P4K alpha inh	-21	-24	-12	5	1	-3	0	4

41: O=c1nccc(N/N=C/c2cccc(O)c2)[nH]1
42: CC1(C)CC(=O)C(C(c2ccc(Br)cc2)C2C(=O)CC(C)(C)CC2=O)C(=O)C1
43: NC(=O)C1CCN(C(=O)CNC(=O)c2ccc(Br)o2)CC1
44: CSCCC(NC(=O)c1ccccc1Br)C(=O)NNC(=O)c1csc(N2CCOCC2)n1 (centres undefined)
45: O=C(Nc1ccccc1)OCCc1ccccn1
46: O=C(c1cccc(Cl)c1)N1CCC2CC1c1cc(-c3ccccc3)ccc12 (centres undefined)
47: CC1CCCCN1S(=O)(=O)c1ccc2c(c1)CCN2C(=O)CCC(=O)O (centres undefined)
48: COc1ccc(C(=O)C2CCCN(S(=O)(=O)c3cccnc3)C2)c(C)c1 (centres undefined)

compound no.	41	42	43	44	45	46	47	48
EPAC1 ag	-8%	8%	1%	4%	4%	11%	2%	11%
EPAC2 ag	3%	1%	3%	-1%	-1%	16%	5%	15%
IL-2 act	-1.3	1.5	-4.6	-3.3	-2.6	0.0	-1.6	2.1
PLK1 PBD block	-1%	19µM*	-2%	4%	-4%	-5%	-13%	-10%
CCT modulator	-0.1	-0.5	-1.3	-1.0	-1.0	0.0	-0.9	-4.9
WRN inhibitor	-22%	8%	1%	4%	-1%	-2%	-5%	5%
EPAC1 antagonist	-12%	-5%	0%	-15%	4%	-7%	3%	-12%
PI5P4K alpha inh	-2	3	-6	3	-4	1	.	-8

# WRN inhibitor, entries above that show a hit
cpd | molecule | PLK1 PBD block | CCT modulator | WRN inhibitor | EPAC1 antagonist | PI5P4K alpha inh
2 | CN1/C(=C\C=C2/SC(=S)NC2=O)C(C)(C)c2ccccc21 | 82%[activator] | -1.8 | 28µM* | 49%[activator] | -77*

# The list continues:
49: CN(C)S(=O)(=O)c1cc(C(=O)NCCCn2ccc3ccccc32)ccc1Cl
50: Cc1cccc(-n2c(N)cc(=O)nc2SCC(=O)Nc2nnc(C)s2)c1
51: COc1c(/C=N/NC(=O)c2ccncc2)c(CCN(C)C(C)=O)cc2c1OCO2
52: O=C(CN1C(=O)CSc2ccc(C(F)(F)F)cc21)Nc1ccccc1
53: COC(=O)c1cccc(NC(=O)Cc2ccc(OC)cc2)c1C
54: Cc1ccc(C(=O)CSc2nnc(-c3ccccc3N)n2C)cc1C
55: O=C(CNC(=O)c1ccc(F)cc1)N/N=C/c1cc(Br)ccc1OC(=O)/C=C/c1ccco1

compound no.	49	50	51	52	53	54	55
EPAC1 ag	9%	4%	0%	-8%	-2%	-6%	-4%
EPAC2 ag	15%	-1%	6%	-6%	-5%	3%	10%
IL-2 act	-1.3	1.2	-0.4	-0.7	-2.3	-0.1	-1.0
PLK1 PBD block	0%	-7%	-5%	3%	0%	-7%	-8%
CCT modulator	-0.7	0.0	1.2	-2.6	1.4	-1.1	-0.8
WRN inhibitor	-12%	-5%	-8%	-24%	1%	-1%	-10%[11.6 µM]
EPAC1 antagonist	-8%	-18%	-4%	-5%	6%	4%	-3%
PI5P4K alpha inh	.	3	1	2	.	8	-8

# Some of the compounds tested; the hit share may differ from the screen's.
